# High-throughput results from PubChem BioAssay.
# Cav32 inh: Cav3.2 calcium influx blockers – cell-based, Fluo-4 calcium fluorescence, FDSS, MLSMR library, primary screen; Voltage-dependent T-type calcium channel subunit alpha-1H (Homo sapiens), O95180; Cav3.2-expressing cells; hits give low values; B-score at 10 µM; 100,000 compounds, 4% hits;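 active = single-dose well whose peak fluorescence ratio is a statistical outlier from its plate by either plate-standardised score or position-corrected B-score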
# Target sequence (O95180 whole entry, looked up): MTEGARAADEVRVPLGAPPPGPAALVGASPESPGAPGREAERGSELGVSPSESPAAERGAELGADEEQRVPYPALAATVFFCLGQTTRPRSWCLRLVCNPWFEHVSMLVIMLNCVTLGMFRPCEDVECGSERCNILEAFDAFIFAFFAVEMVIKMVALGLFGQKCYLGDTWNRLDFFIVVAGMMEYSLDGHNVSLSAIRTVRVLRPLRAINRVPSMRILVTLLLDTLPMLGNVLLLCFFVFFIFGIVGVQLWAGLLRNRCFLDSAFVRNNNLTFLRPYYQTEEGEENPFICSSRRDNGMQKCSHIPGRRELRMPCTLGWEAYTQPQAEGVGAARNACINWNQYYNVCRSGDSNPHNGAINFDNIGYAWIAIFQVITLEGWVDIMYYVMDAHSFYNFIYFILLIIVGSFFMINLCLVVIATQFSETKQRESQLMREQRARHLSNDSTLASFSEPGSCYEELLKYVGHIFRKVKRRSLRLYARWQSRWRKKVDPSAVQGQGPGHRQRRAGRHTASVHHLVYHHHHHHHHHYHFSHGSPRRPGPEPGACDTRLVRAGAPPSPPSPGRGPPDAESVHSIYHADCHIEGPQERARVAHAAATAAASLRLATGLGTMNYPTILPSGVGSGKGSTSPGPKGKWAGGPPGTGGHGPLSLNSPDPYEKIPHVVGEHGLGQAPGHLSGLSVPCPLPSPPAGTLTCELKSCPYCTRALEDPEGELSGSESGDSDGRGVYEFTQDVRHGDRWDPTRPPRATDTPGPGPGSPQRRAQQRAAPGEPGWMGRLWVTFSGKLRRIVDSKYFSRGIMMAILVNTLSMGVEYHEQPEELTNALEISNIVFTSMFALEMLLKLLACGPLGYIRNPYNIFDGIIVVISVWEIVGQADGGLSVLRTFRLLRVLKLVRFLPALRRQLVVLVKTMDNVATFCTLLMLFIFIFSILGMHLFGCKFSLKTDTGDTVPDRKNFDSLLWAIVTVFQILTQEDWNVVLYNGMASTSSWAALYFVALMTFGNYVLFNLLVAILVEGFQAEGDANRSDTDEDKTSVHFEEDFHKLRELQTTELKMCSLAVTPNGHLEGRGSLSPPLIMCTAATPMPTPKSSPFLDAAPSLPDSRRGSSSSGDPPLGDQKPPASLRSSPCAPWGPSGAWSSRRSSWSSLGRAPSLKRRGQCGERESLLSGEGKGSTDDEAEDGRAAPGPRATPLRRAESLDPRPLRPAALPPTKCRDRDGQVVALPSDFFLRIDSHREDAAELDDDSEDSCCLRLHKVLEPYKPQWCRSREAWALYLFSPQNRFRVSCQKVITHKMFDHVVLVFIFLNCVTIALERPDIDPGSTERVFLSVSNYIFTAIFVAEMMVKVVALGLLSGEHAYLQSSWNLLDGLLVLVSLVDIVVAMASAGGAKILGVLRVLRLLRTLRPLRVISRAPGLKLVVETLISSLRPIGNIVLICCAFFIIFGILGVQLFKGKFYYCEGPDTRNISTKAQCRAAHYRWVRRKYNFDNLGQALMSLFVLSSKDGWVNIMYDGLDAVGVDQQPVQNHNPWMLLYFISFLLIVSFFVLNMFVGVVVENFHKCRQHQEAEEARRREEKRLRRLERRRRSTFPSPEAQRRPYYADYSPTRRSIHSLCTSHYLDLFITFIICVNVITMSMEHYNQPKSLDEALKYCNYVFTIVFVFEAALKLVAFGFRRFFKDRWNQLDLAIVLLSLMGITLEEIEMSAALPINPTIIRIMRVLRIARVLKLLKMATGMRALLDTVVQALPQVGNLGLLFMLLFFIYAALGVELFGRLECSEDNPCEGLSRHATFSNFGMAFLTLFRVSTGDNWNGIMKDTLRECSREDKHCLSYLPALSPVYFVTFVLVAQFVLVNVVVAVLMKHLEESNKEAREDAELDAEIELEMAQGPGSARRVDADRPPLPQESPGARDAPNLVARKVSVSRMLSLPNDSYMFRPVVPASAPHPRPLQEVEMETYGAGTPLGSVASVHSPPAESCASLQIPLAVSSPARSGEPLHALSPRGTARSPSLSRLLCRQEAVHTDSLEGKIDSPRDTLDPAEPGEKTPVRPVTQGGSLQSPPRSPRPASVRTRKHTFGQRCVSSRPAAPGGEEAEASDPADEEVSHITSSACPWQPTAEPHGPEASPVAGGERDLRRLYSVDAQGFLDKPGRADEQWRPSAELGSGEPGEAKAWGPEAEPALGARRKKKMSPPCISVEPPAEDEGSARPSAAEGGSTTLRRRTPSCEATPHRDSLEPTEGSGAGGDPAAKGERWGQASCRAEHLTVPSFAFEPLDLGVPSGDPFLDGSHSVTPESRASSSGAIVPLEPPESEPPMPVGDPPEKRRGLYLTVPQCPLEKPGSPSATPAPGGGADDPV
# * = called active by the depositor.
Cav32 inh | SMILES
-0.038 | NC(=O)C1CCN(c2oc(-c3ccccc3F)nc2S(=O)(=O)c2ccc(Cl)cc2)CC1
0.65 | CC(=O)c1c(C)nn(CC(O)COc2ccc3c(c2)CCC3)c1C (stereo not given)
-0.67 | c1ccc(-c2cc3n(c2)CCc2ccccc2-3)cc1
-4.2* | O=C(Cc1ccccc1)NC(Nc1ccccc1)C(Cl)(Cl)Cl (stereo not given)
-1.4 | Cc1ccccc1OCCn1nc(C(=O)O)c2ccccc2c1=O
-1.2 | COc1ccc(-n2nnc3c(=O)n(CC(=O)NCC4CCCO4)cnc32)cc1 (stereo not given)
0.019 | COc1ccc(NC(=O)c2c(-c3ccccc3)noc2C)c(OC)c1
1.6 | CCC(C)NS(=O)(=O)c1ccc(NC(=O)CCC2CCCCC2)cc1 (stereo not given)
0.57 | CCOc1ncccc1C(=O)OCC(=O)N1CCN(S(=O)(=O)c2ccccc2)CC1
-1 | CCOCCCNC(=O)C(NC(=O)c1ccc(=O)[nH]c1)c1ccc(Cl)cc1 (stereo not given)
-0.16 | O=C(/C=C/c1ccccc1)N(c1ccccn1)C1CCCCC1
-0.056 | CO[C@H]1C=CO[C@@]2(C)Oc3c(C)c(O)c4c(O)c(c(C=NN5CCN(C)CC5)c(O)c4c3C2=O)NC(=O)C(C)=CC=C[C@H](C)[C@H](O)[C@@H](C)[C@@H](O)[C@@H](C)[C@H](OC(C)=O)[C@@H]1C
1.5 | Cc1cc(C)n(-c2nc3ccccc3nc2Nc2ccc(CC(=O)O)cc2)n1
0.53 | CCn1c2ccccc2c2cc(NC(=O)CCCN3C(=O)CCC3=O)ccc21
0.3 | CCN(CC)c1nc(N)c2c(N)n(-c3ccccc3C)c(=S)c(C#N)c2c1C#N
-1 | Cc1cccc(C(=O)N/N=C/c2ccc(OC3CSC3)cc2)c1
-0.21 | CCOC(=O)CCC(=O)N1CCOCCN(C(=O)CCC(=O)OCC)CCOCC1
-1.1 | CN(C)CCCN1c2ccccc2CCc2ccccc21
-3 | COc1ccc(Cl)cc1N/C(N)=N/c1nc(CSc2ccc(C)cc2)cc(=O)[nH]1
0.2 | COC(=O)c1ccccc1OC(=O)c1ccc(Br)o1
0.88 | C[C@H]1C=C(C(=O)O)O[C@@H](OCc2ccc(CO)cc2)C1
0.52 | CCN(CC)c1ccc(/C=N/N2CCN(Cc3cccc4ccccc34)CC2)c(O)c1
0.11 | Cc1cc(CNC(=O)Cc2c(F)cccc2Cl)nn1C
-0.49 | C/C(Cc1ccccc1)=N\NC(=O)CCCCCC(=O)N/N=C(\C)Cc1ccccc1

# Filtered by structure: those above containing a Cl atom (5)
Cav32 inh | SMILES
-0.038 | NC(=O)C1CCN(c2oc(-c3ccccc3F)nc2S(=O)(=O)c2ccc(Cl)cc2)CC1
-4.2* | O=C(Cc1ccccc1)NC(Nc1ccccc1)C(Cl)(Cl)Cl (stereo not given)
-1 | CCOCCCNC(=O)C(NC(=O)c1ccc(=O)[nH]c1)c1ccc(Cl)cc1 (stereo not given)
-3 | COc1ccc(Cl)cc1N/C(N)=N/c1nc(CSc2ccc(C)cc2)cc(=O)[nH]1
0.11 | Cc1cc(CNC(=O)Cc2c(F)cccc2Cl)nn1C

# More results:
Cav32 inh | SMILES
0.025 | O=C(COC(=O)c1ccccn1)NC12CC3CC(CC(C3)C1)C2
-0.64 | CC(=O)O[C@]1(C(C)=O)CC[C@H]2[C@@H]3C=C(Cl)C4=CC(=O)CC[C@]4(C)[C@H]3CC[C@@]21C
-0.55 | COC(=O)c1c(C)nc(C)c2c(=O)oc3ccccc3c12
0.15 | CCc1nnc(NC(=O)c2cccnc2)s1
-0.16 | CCCn1nc(CC(=O)OCC)c2ccccc2c1=O
0.27 | CC(C)(C)NC(=O)CSC(=Nc1ccc(F)cc1)NC#N
-0.2 | O=C1OCCC1Sc1nnc(-c2cccc(Br)c2)o1 (stereo not given)
-0.03 | CCCNC(=O)NC(=O)CSc1ncc(C(F)(F)F)cc1Cl
-5.6* | Nc1c(C(=O)NCC2CCCO2)c2nc3ccccc3nc2n1-c1ccccc1 (stereo not given)
0.27 | O=Cc1c(N2CCCCCC2)nc2ccccn2c1=O
0.4 | CCOc1ccc(N(CC(=O)NCc2ccco2)S(=O)(=O)c2ccc(OC)c(OC)c2)cc1
-0.93 | C=CCOC(=O)C1=C[C@H](c2csc3ccccc23)C[C@H](OCc2ccc(CO)cc2)O1
0.64 | COc1ccc(Cl)cc1CSc1n[nH]c(C)n1
-0.027 | Cc1ccc(NC(=S)NC2CC3CCC(C2)N3Cc2ccco2)cc1C (stereo not given)
0.96 | NC(=O)C1CCN(CCC(=O)Nc2ccc(Br)cc2)CC1
0.058 | O=C(CN1C(=O)c2ccccc2S1(=O)=O)N1CCN(c2cccc(Cl)c2)CC1
0.34 | COC(=O)CCc1c(C)c(C(=O)c2ccco2)c2ccccn12
1 | CCOc1ccccc1NC(=O)C1CCCN(S(=O)(=O)c2cccc3cccnc23)C1 (stereo not given)
1.1 | O=C(CNS(=O)(=O)c1ccccc1)OCC(=O)c1ccc(OC(=O)c2ccccc2)cc1
-6.2* | COc1ccc(Cn2cnc3c([N+](=O)[O-])c(C)c(C)cc32)cc1
-0.1 | CC(C)CC(=O)Nc1nc2ccc(S(=O)(=O)N3CCOCC3)cc2s1
-0.23 | Cc1ccccc1OCc1nc2ccccc2c(=O)n1N
0.47 | CCN(CC)C(=O)CSc1nc(O)cc(=O)n1-c1ccccc1OC
0.97 | CCCn1c(=O)c2ccccc2n2c(SCC(=O)/C(C#N)=C(\C)N)nnc12
0.2 | CCOC(=O)N1CCN(C(=O)C(NS(=O)(=O)c2cccc3nsnc23)c2ccccc2)CC1 (stereo not given)
-1.3 | CCOc1ccc(Oc2cc(C)nc(SC)n2)nn1
-0.5 | Cc1c(C(=O)NCc2ccc3c(c2)OCO3)sc2nc(-c3ccccc3)cn12
-0.57 | COc1ccc(CCNC(=O)c2sc(=S)n(C)c2N)cc1
1.4 | COC(=O)c1ccc(CSc2nnc3sc4ccccc4n23)o1
0.33 | CC(=O)OC(C(=O)NCc1ccco1)c1cccnc1 (stereo not given)
-0.075 | CCOC(=O)CSC1=C(C#N)C(c2ccccc2OCC)C(C#N)C(=O)N1 (stereo not given)
0.86 | O=C(N/C=N/OCc1ccc(Cl)cc1Cl)NOCc1c(Cl)cccc1Cl
-0.47 | Oc1c(C=Nc2cccc3nsnc23)ccc2ccccc12
1.3 | Cc1nn(C)cc1/C=C1\CCC/C(=C\c2cn(C)nc2C)C1=O
-0.33 | O=C(C1Cc2ccccc2CN1S(=O)(=O)c1ccc(F)cc1)N1CCCCCC1 (stereo not given)
-1.8 | COc1ccc2c(-c3ccccc3)cc3nnnn3c2c1
1.5 | O=C(N1CCN(CCO)CC1)N1c2ccccc2C=Cc2ccccc21
0.44 | CC(=O)Nc1ccc(S(=O)(=O)N(C)CC(=O)Nc2ccccc2N2CCOCC2)cc1
-0.76 | COc1ccc(S(=O)(=O)N(C)CC(=O)NCCC2=CCCCC2)cc1C
-3.8* | CCCCN(CC(=O)Nc1c(C)cccc1CC)C(=O)SCC
-0.13 | Cc1ccc(S(=O)(=O)NC(=O)Nc2ccccc2F)cc1
0.64 | COc1cc2c(cc1OC)-c1cc(N3CCCc4ccccc43)nc(=O)n1CC2
-4 | O=C1NC(c2ccccc2)=C(c2nc3ccccc3s2)C(c2ccccc2)N1 (stereo not given)
-0.01 | CC(C)c1nc2n[nH]c(N)c2c2c1CSC(C)(C)C2
0.34 | CCSc1nc(=O)n(-c2ccccc2)c(C)c1C(C)=S
-0.22 | CC1=C(C(N)=O)C(c2ccccc2)n2nc(-c3cccc(C)c3)nc2N1 (stereo not given)
-0.22 | CSc1nnc(Cn2c(=O)sc3ccccc32)n1-c1ccccc1
0.29 | O=C(N/N=C/c1ccc(O)c(O)c1)c1ccc(CSc2cccc3cccnc23)cc1
2.4 | CCOc1ccccc1C1CC(=O)NC(SCC)=C1C#N (stereo not given)
-2.3 | COC(=O)c1ccc(Oc2c(C)oc3cc(OCc4cnn(-c5ccccc5)c4)ccc3c2=O)cc1
0.38 | CCC1(C)Cc2c(C#N)c(N)sc(=S)c2CO1 (stereo not given)
0.19 | COc1cc(/C=N\NC(=O)CNC(=O)c2cccc([N+](=O)[O-])c2)ccc1O
-0.69 | CCN=C1SC(C(=O)Nc2cccc(C)c2)CC(=O)N1CC (stereo not given)
-0.47 | COc1ccc(S(=O)(=O)N(CCN2CCOCC2)Cc2cc(OC)ccc2OC)cc1
-2.4 | O=C(Nc1c(F)cccc1F)c1cnc(N2CCN(c3ccccn3)CC2)c2ccccc12
-4.5* | C#C[C@]1(O)CC[C@H]2[C@@H]3CCC4=Cc5oncc5C[C@]4(C)[C@H]3CC[C@@]21C

# Next section:
Cav32 inh | SMILES
0.75 | CCOc1ccc(CCNC(=O)C2CCN(c3nn4c(=O)cc(C)nc4s3)CC2)cc1
-2.5 | Cc1cc2n(n1)C(c1cn(-c3ccccc3)nc1C)Nc1c(C)cccc1-2 (stereo not given)
0.06 | CCN(CC)S(=O)(=O)c1ccc(-c2nnc(SCc3nnc(-c4ccccc4)o3)o2)cc1
0.34 | Brc1ccc(-c2nnc3sc(CNCc4ccc5c(c4)OCO5)cn23)cc1
0.036 | CCc1cc(=O)oc2cc(C)c(CN3CCCC(C)C3)c(O)c12 (stereo not given)
-1 | O=c1cc(-c2ccccc2)[nH][nH]1
1.2 | CCOC(=O)C1=C(C)N(CCCC(=O)O)C(=O)NC1c1ccc(C(F)(F)F)cc1 (stereo not given)
-0.42 | N#CC(=C1SC=CS1)c1nc(-c2ccccc2)cs1
-0.44 | NC(=O)C1CCN(Cc2nnnn2Cc2ccco2)CC1
0.16 | COc1ccc(C)cc1NC(=O)c1ccc(NC(=O)CC2SC(N3CCCC3)=NC2=O)cc1 (stereo not given)
0.1 | Cc1ccc(C(=C2C3C=CC2C2C(=O)NC(=O)C32)c2ccc(C)cc2)cc1 (stereo not given)
0.22 | CCOC(=O)c1ccc(NC(=O)c2nc[nH]c2C(=O)N2CCc3ccccc3C2)cc1
0.064 | O=C(c1cnccn1)N(c1ccccc1)C1(C(=O)NC2CCCCC2)CCCCC1
-0.12 | CCO[C@H]1OC(C(=O)NCc2ccccc2)=C[C@@H](C(C)(C)C)[C@@H]1CCCO
-2.2 | COCCCn1c(SCc2nnc(-c3ccc(OC)c(OC)c3)o2)nc2ccccc2c1=O
-0.23 | Cc1ccc(/C=c2\sc3n(c2=O)CN(c2cccc(Br)c2)CN=3)o1

# Molecules shown so far that contain a COOH group:
Cav32 inh | SMILES
-1.4 | Cc1ccccc1OCCn1nc(C(=O)O)c2ccccc2c1=O
1.5 | Cc1cc(C)n(-c2nc3ccccc3nc2Nc2ccc(CC(=O)O)cc2)n1
0.88 | C[C@H]1C=C(C(=O)O)O[C@@H](OCc2ccc(CO)cc2)C1
1.2 | CCOC(=O)C1=C(C)N(CCCC(=O)O)C(=O)NC1c1ccc(C(F)(F)F)cc1 (stereo not given)

# Going on with the list.
Cav32 inh | SMILES
-1.4 | CCOC(=O)C(=CNc1cc(C)nn1-c1ccc(Cl)cc1)C(=O)OCC
0.37 | O=C(NCCc1ccccc1)C1CCN(S(=O)(=O)c2cccc3nonc23)CC1
0.34 | COc1c2occc2cc2ccc(=O)oc12
-0.64 | COCCCn1c(SCC(=O)OC2CCCCC2)nnc1-c1ccco1
-0.64 | COc1cc(NS(=O)(=O)c2ccc(NC(=S)NC(=O)C3CCCC3)cc2)nc(OC)n1
0.26 | COc1cc(C)c(Cl)cc1S(=O)(=O)N(C)C
-1.5 | CC(C)NS(=O)(=O)c1ccc(NC(=O)C2CCCCC2)cc1
0.7 | COC(=O)c1[nH]c(C)c(/C(O)=C2\C(=O)C(=O)N(CCN(C)C)C2c2cc(OC)ccc2OC)c1C (stereo not given)
1.6 | O=C(OCn1ncc(Cl)c(Cl)c1=O)c1ccc(C(F)(F)F)cc1
-2.8 | COc1ccc(CCNC(=O)c2nnn(CC(=O)Nc3ccccc3)c2N)cc1OC
0.5 | COc1ccc(C2(CN(C(C)=O)C(C)=O)CCCC2)cc1OC
0.27 | CCn1c(Cc2cccs2)nnc1SCC(=O)Nc1ccc(OC)c(OC)c1
0.53 | CC1(C)CCCN(C(=O)c2coc(=O)c(Br)c2)C1
-2 | CC1CN(S(=O)(=O)c2cccc(C(=O)OCC(=O)Nc3ccc4c(c3)OCO4)c2)CC(C)O1 (stereo not given)
-0.8 | CCCCN1C2=C(C(=O)CCC2)C(c2ccc(Cl)c(Cl)c2)C2=C1c1ccccc1C2=O (stereo not given)
-0.034 | COc1cc(N=Cc2c(O)[nH]c3ccccc23)cc(OC)c1OC
0.19 | CC(O)CNCCNCc1c(OCc2ccccc2)ccc2ccccc12 (stereo not given)
0.36 | c1cc(C(c2nnnn2C2CCCC2)N2CCOCC2)ccn1 (stereo not given)
0.17 | CCOC(=O)c1sc(N(Cc2ccccc2)C(=O)CN2C(=O)CN(C)C2=O)nc1C
-0.05 | Cc1nn(C(=O)N2CCOCC2)c(C)c1C
0.13 | CCCc1cc(Nc2cccc(OC)c2)n2ncnc2n1
0.36 | O=C(CN(Cc1ccccc1)S(=O)(=O)c1ccccc1)NC1CC1
0.48 | COc1cc(CNCCO)ccc1OCC(=O)Nc1ccc(Br)cc1
0.077 | N#Cc1ccccc1Cn1c(-c2cscn2)nc2ccccc21

# Already shown: 5 of the compounds above.
Cav32 inh | SMILES
0.19 | CC(O)CNCCNCc1c(OCc2ccccc2)ccc2ccccc12 (stereo not given)
0.36 | c1cc(C(c2nnnn2C2CCCC2)N2CCOCC2)ccn1 (stereo not given)
0.17 | CCOC(=O)c1sc(N(Cc2ccccc2)C(=O)CN2C(=O)CN(C)C2=O)nc1C
-0.05 | Cc1nn(C(=O)N2CCOCC2)c(C)c1C
0.13 | CCCc1cc(Nc2cccc(OC)c2)n2ncnc2n1

# The list continues.
Cav32 inh | SMILES
-0.89 | c1ccc(-n2nnnc2-n2cnc3ccccc32)cc1
0.063 | O=C(NCCc1csc(-c2cccnc2)n1)c1ccc(Cl)cc1
-0.23 | CC1CCCC(C)N1S(=O)(=O)c1ccc(NC(=O)c2ccccc2C(=O)N2CCOCC2)cc1 (stereo not given)
0.95 | CCNc1ccc(C(=O)OCC)cc1NC(=O)c1cccc(S(=O)(=O)N2CCOCC2)c1
0.025 | CN(C)/C=C(/C(=O)c1ccccc1Cl)S(=O)(=O)c1ccccc1
0.72 | Cc1cc2ncn(S(=O)(=O)c3ccc(S(=O)(=O)N4CCCCCC4)cc3)c2cc1C

# A portion of the library; the hit share may differ from the screen's.
